D3 ag = activates the human D3 dopamine receptor | D3R DiscoveRx beta-arrestin cells, luminescence, 90 min | 410,000 compounds, 0.58% hits | max activation, % | P35462; in the data active = max activation above about 30%; note: 0% is about no effect; mostly tested at two doses, the higher about 12 µM
Target sequence (P35462 whole entry, looked up): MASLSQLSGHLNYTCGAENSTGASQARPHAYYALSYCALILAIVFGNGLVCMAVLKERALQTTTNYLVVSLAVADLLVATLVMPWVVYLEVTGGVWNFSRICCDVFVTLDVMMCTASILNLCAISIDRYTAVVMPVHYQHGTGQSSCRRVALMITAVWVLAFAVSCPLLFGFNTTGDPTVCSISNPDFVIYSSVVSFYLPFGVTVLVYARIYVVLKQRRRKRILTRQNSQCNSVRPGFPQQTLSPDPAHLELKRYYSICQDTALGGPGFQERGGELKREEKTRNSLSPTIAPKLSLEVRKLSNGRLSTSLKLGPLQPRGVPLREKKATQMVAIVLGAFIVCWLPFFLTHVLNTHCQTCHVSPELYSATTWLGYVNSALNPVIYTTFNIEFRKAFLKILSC
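Agonist mode: compounds and dopamine controls were applied to plated cells for 90 min at 37 degrees C after an overnight attachment at 1500 cells/well. Luminescent read-out followed 30 - 60 minutes at room temperature with DiscoveRx detection reagent.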
IL1B secr inh = inhibitors of inflammasome signaling (IL-1 beta secretion) | THP-1 LPS/ATP IL-1B secretion, AlphaLISA, 16 h; hits give low values | activity change, % at 57.5 µM | 360,000 compounds, 4.7% hits | AID 743279; in the data active = activity change below about -50%; inconclusive = mostly about -30% to -49%; note: % is set by controls: 0 for no effect and ±100 for the full control effect
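Secreted IL-1B measured by AlphaLISA bead assay after 16 h compound exposure of THP-1 cells; compounds (final up to 57.5 uM) added 1 h before LPS (250 ng/mL) and ATP (1.25 mM) stimulation; lower signal means less secretion.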
KB-V1 cytotox = kills drug-selected multidrug resistant KB-V1 cells. KB-V1 MDR cells viability, CellTiter-Glo, 72 h. Potency, µM (highest dose often 46.1 µM), for inactives: top-dose activity change, negative = cytotoxicity, actives largely listed as cytotoxic. AID 1347076. 400,000 compounds, 3.4% hits; note: potency is the fitted concentration of half-maximal effect; % is set by controls: 0 for no effect and ±100 for the full control effect; nearly all actives have a fitted effect of over 60% in size
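In this primary screen, KB-V1 cells overexpressing P-gp are incubated with library compounds (lowest to highest concentration) for 72 h at 37 degrees C before a luminescent ATP viability read.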
D3 antag = D3 dopamine receptor (human) antagonism. max response, negative = inhibition, %. AID 652054. P35462. 360,000 compounds, 2.5% hits. D3R cells, DiscoveRx beta-arrestin luminescence, antagonist mode; hits give low values; in the data active = max response below about -50%; inconclusive = no clear call, values can overlap the other calls; note: % is set by controls: 0 for no effect and ±100 for the full control effect; mostly tested at two doses, the higher about 12 µM
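Cells expressing the human receptor were seeded at 1500 cells/well, incubated overnight at 37 degrees C in 5% CO2, then exposed to library compounds with dopamine controls for 90 minutes at 37 degrees C before luminescent detection.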
HT1080 IDH1KD tx = HT-1080 IDH1 knockdown cell toxicity (counter line); 360,000 compounds, 2% hits; HT-1080 IDH1 knockdown viability, ATP luminescence, 48 h; Potency, µM (top dose mostly 46.1 µM), for the others: at the top dose activity, negative = toxicity, most hits filed as cytotoxic; AID 686971;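 note: potency is the fitted concentration of half-maximal effect; 0% = DMSO wells and -100% = cell-free medium wells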
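After a 2 h attachment period, IDH1KD HT-1080 cells took pin-transferred compound for 48 h at 37 °C; ATP-based luminescence after 10 min room-temperature reagent incubation reported viability.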
HT1080-NT tox = kills 2HG-producing HT-1080-NT fibrosarcoma cells | HT-1080-NT fibrosarcoma viability, CellTiter-Glo ATP luminescence, 48 h | Potency, µM (titrated, usually from 46.1 µM), for the others: at the highest dose activity, negative = less viability, usual class: cytotoxic | 360,000 compounds, 1.6% hits | AID 686970;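 note: NT is the 2HG producing partner of a matched IDH1 knockdown line; potency is the fitted concentration of half-maximal effect; 0% = DMSO-treated cells and -100% = media-only wells without cells; nearly all actives have a fitted effect of over 55% in size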
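HT-1080-NT fibrosarcoma cells (2HG-overproducing), 750 cells/well in RPMI with 5% FBS, dosed after 2 h and incubated 48 h at 37C. CellTiter-Glo luminescence normalized to DMSO and no-cell wells; concentration-response curves fitted and classed.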
KB-3-1 tox = KB-3-1 parental cell cytotoxicity | KB-3-1 viability, CellTiter-Glo ATP luminescence, 72 h | Potency, µM (series often up to 46.1 µM), for the others: top-dose activity change, negative = cytotoxic, actives largely listed as cytotoxic | 400,000 compounds, 1.4% hits | AID 1347075; note: potency is the fitted concentration of half-maximal effect; % is set by controls: 0 for no effect and ±100 for the full control effect; nearly all actives have a fitted effect of over 60% in size
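Viability of parental KB-3-1 cells, measured by CellTiter-Glo luminescence, followed a 72 h incubation at 37 °C with pinned compounds in phenol-red-free DMEM containing 10% FBS.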
GLP-1R agonist = GLP-1 receptor (human) agonism | 380,000 compounds, 0.007% hits | P43220 | Potency, µM (doses to about 45.6 µM), for inactives: at the highest dose activation, actives largely listed as activators | HEK293 GLP-1R CRE-luciferase, luminescence, 4-6 h; cells express a hypersensitive GLP-1R form; note: potency is the fitted concentration of half-maximal effect; % of control where 0% means no effect
Target sequence (P43220 whole entry, looked up): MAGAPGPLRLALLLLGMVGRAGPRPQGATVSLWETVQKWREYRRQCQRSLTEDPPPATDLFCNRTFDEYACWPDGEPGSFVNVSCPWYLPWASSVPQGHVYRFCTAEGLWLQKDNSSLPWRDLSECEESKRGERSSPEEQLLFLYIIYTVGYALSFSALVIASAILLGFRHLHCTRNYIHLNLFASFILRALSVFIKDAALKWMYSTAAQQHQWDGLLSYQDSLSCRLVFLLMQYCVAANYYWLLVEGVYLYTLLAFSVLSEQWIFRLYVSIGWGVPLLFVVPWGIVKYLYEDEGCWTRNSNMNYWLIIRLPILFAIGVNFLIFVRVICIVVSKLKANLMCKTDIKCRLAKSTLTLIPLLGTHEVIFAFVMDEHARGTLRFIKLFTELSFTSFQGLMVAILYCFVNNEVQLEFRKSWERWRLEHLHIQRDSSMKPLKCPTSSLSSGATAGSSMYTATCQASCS
SW480 rereplic = DNA re-replication induction in SW480 cells. AID 624297. 340,000 compounds, 1.8% hits. SW480 DNA re-replication, Hoechst DNA content imaging, 48 h. Potency, µM (top dose mostly 46.1 µM), for the others: at the highest dose re-replication activation, usual class: activators; note: potency is the fitted concentration of half-maximal effect; % of control where 0% means no effect; nearly all actives have a fitted effect of over 55% in size
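250 cells/well; 23 nL cpd via pin tool; 48 hr, 37 C, 5% CO2; Hoechst 40 min; imager read of total nuclear intensity, ex 405/em 500-530 nm.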
Numbers without * were called inactive; & = joins results of further samples; [ ] = another dose, or the depositor's remark. Unless noted, calls come from the whole dose curve; as a rule, active = well fitted curve in the direction sought with a large enough effect; inconclusive = small, poorly fitted or top-dose-only effect, or another doubt; inactive = no such curve, though single readings can be large; an effect the other way counts as inactive or inconclusive.

Screening COc1ccc(-c2nn(-c3ccccc3)cc2C(=O)NCCCn2ccnc2)cc1 returned D3 ag -18.5, IL1B secr inh inconclusive, KB-V1 cytotox -5.5%, D3 antag -14.9, HT1080 IDH1KD tx -2.8%, HT1080-NT tox -17.6%, KB-3-1 tox -12.1%, GLP-1R agonist 4.4% and SW480 rereplic 4.0%.
Screening CC(=O)Nc1ccc(NC(=O)C(OC(=O)c2ccccc2)C(OC(=O)c2ccccc2)C(=O)O)cc1 (stereo not drawn) returned D3 ag -2.6, IL1B secr inh 0.0, KB-V1 cytotox 4.5%, D3 antag -16.8, HT1080 IDH1KD tx 9.7%, HT1080-NT tox 0.2%, KB-3-1 tox 6.4%, GLP-1R agonist 1.5% and SW480 rereplic -7.4%.
For Cc1nnc(SCC(=O)NC(=O)Nc2ccc3c(c2)OCCO3)s1 the results were D3 ag -11.4, IL1B secr inh 15.7, KB-V1 cytotox -3.7%, D3 antag -69.9*, HT1080 IDH1KD tx 10.3%, HT1080-NT tox 8.9%, KB-3-1 tox 14.0%, GLP-1R agonist 6.3% and SW480 rereplic 0.0%.
O=C1/C(=C/c2cccs2)CCc2ccccc21 was read as D3 ag -0.1, IL1B secr inh -13.1, KB-V1 cytotox 17.0%, D3 antag -11.1, HT1080 IDH1KD tx -12.4%, HT1080-NT tox 2.4%, KB-3-1 tox 20.7%, GLP-1R agonist -10.0% and SW480 rereplic inconclusive.
Screening CC(C)c1nc(SCC(=O)N2CCCCC2)c2c(=O)n(C)c(=O)n(C)c2n1 returned D3 ag 1.8, IL1B secr inh 19.4, KB-V1 cytotox inconclusive, D3 antag 39.6, HT1080 IDH1KD tx 6.6%, HT1080-NT tox -0.2%, KB-3-1 tox -14.7% and GLP-1R agonist 1.7%.
Screening CC(C)(C)OC(=O)C[C@H]1C/C=C\C[C@@H](CC(=O)N(CCO)Cc2ccccc2)C(=O)N[C@@H](Cc2ccccc2)COC1=O returned D3 ag 3.9, IL1B secr inh -16.4, KB-V1 cytotox -2.2%, D3 antag -0.2, HT1080 IDH1KD tx 7.0%, HT1080-NT tox 10.6%, KB-3-1 tox 17.1%, GLP-1R agonist -3.7% and SW480 rereplic 8.9%.
For COc1ccc(S(=O)(=O)Nc2cc(C(=O)NC(C)C)ccc2N2CCOCC2)cc1 the results were D3 ag -1.5, IL1B secr inh 8.2, KB-V1 cytotox inconclusive, D3 antag 6.5, HT1080 IDH1KD tx inconclusive, HT1080-NT tox inconclusive, KB-3-1 tox inconclusive, GLP-1R agonist -4.6% and SW480 rereplic -3.5%.
For CC(C)NC(=O)C1(C)CN(S(C)(=O)=O)CC(=O)N1CCCn1ccnc1 (stereo not drawn) the results were D3 ag 3.2, IL1B secr inh 2.1, KB-V1 cytotox -4.5%, D3 antag 5.6, HT1080 IDH1KD tx 1.3%, HT1080-NT tox 11.4% and KB-3-1 tox 6.9%.
`CCCCn1c(N)c(N(CCOC)C(=O)C2CCN(S(=O)(=O)c3ccc(C)cc3)CC2)c(=O)[nH]c1=O` gave D3 ag 14.7, IL1B secr inh 3.8, KB-V1 cytotox 1.4%, D3 antag 2.1, HT1080 IDH1KD tx -0.5%, HT1080-NT tox 3.5%, KB-3-1 tox 3.6%, GLP-1R agonist -2.9% and SW480 rereplic 2.8%.
Screening O=C(CCCCCCC(=O)Nc1ccccc1)NO returned D3 ag -22.8, KB-V1 cytotox 1.3µM*, KB-3-1 tox 8.2µM*, GLP-1R agonist 8.3%&-8.7% and SW480 rereplic 3.66µM*.
Screening CC(C)Cc1nnc(NC(=O)CSc2ccccn2)s1 returned D3 ag 1.2, IL1B secr inh 0.0, KB-V1 cytotox -19.3%, D3 antag -15.6, HT1080 IDH1KD tx -3.1%, HT1080-NT tox 3.0%, KB-3-1 tox inconclusive, GLP-1R agonist 3.2% and SW480 rereplic 0.5%[9.22 µM].
`CC(=O)N1CCN(CC(=O)Nc2cccc(S(=O)(=O)N3CCCCCC3)c2)CC1` gave D3 ag -3.4, IL1B secr inh 18.6, KB-V1 cytotox 0.5%, D3 antag 4.6, HT1080 IDH1KD tx 0.4%, HT1080-NT tox 1.6%, KB-3-1 tox -2.8%, GLP-1R agonist 9.1% and SW480 rereplic 8.3%.
`Cc1cnc(=O)[nH]c1SCc1ccc(C(F)(F)F)cc1` gave D3 ag 31.0*, IL1B secr inh 0.0, KB-V1 cytotox -0.9%, D3 antag -4.8, HT1080 IDH1KD tx -14.8%, HT1080-NT tox -9.6%, KB-3-1 tox -5.4%, GLP-1R agonist 3.2% and SW480 rereplic -1.3%.
Screening CC(=O)Nc1ccc(NC(=O)C(C)OC(=O)CNC(=O)c2ccc(-c3ccccc3)cc2)cc1 (stereo not drawn) returned D3 ag 2.0, IL1B secr inh 8.1, KB-V1 cytotox 28.4%, D3 antag 4.0, HT1080 IDH1KD tx 2.5%, HT1080-NT tox 3.0%, KB-3-1 tox 7.7%, GLP-1R agonist 6.2% and SW480 rereplic -3.6%.
For Cc1ccc(CNS(=O)(=O)c2ccccc2[N+](=O)[O-])cc1 the results were D3 ag 1.0, IL1B secr inh -1.7, KB-V1 cytotox -0.6%, D3 antag 8.6, HT1080 IDH1KD tx 7.8%, HT1080-NT tox -1.7%, KB-3-1 tox 0.3%, GLP-1R agonist -5.1% and SW480 rereplic -30.7%[inhibitor].
Screening Cc1ccc(C(=O)NCCNC(=O)c2ccccc2)cc1 returned D3 ag -4.0, IL1B secr inh 16.1, KB-V1 cytotox -9.8%, D3 antag -0.5, HT1080 IDH1KD tx -0.5%, HT1080-NT tox 0.2%, KB-3-1 tox 17.4%, GLP-1R agonist 2.8% and SW480 rereplic -9.6%.
Screening CC(OC(=O)C1CSC2(c3ccc(F)cc3)CCC(=O)N12)C(=O)NC(N)=O (stereo not drawn) returned D3 ag -1.5, IL1B secr inh -5.4, KB-V1 cytotox inconclusive, D3 antag 16.6, HT1080 IDH1KD tx 14.2%, HT1080-NT tox 6.5%, KB-3-1 tox -1.6%, GLP-1R agonist -0.7% and SW480 rereplic 9.7%.
CCc1cc(=O)oc2cc(OS(C)(=O)=O)ccc12 was read as D3 ag -1.9, IL1B secr inh -16.6, KB-V1 cytotox 14.2%, D3 antag 2.6, HT1080 IDH1KD tx 9.2%, HT1080-NT tox 8.3%, KB-3-1 tox 4.8%, GLP-1R agonist 3.2% and SW480 rereplic -5.4%.
`COc1ccc(-c2oc(NC(=O)CSc3nncn3C)c(C#N)c2-c2ccc(OC)cc2)cc1` gave D3 ag 1.0, IL1B secr inh -8.2, KB-V1 cytotox 6.6%, D3 antag -17.7, HT1080 IDH1KD tx 16.4µM*, HT1080-NT tox inconclusive, KB-3-1 tox inconclusive, GLP-1R agonist -7.5% and SW480 rereplic 2.4%.
`O=C(c1ccc2nccnc2c1)N1CCN(c2cccc(C(F)(F)F)c2)CC1` gave D3 ag -3.6, IL1B secr inh -12.4, KB-V1 cytotox 0.0%, D3 antag 11.4, HT1080 IDH1KD tx 3.3%, HT1080-NT tox 4.1%, KB-3-1 tox -19.8%, GLP-1R agonist -5.3% and SW480 rereplic -19.9%.
O=C(N/C(=C/c1ccco1)C(=O)N1CCCCCC1)c1cccs1 was read as D3 ag -6.9, IL1B secr inh -2.3, KB-V1 cytotox 20.6µM*, D3 antag -21.8, HT1080 IDH1KD tx inconclusive, HT1080-NT tox -6.7%, KB-3-1 tox 3.8%, GLP-1R agonist 4.9% and SW480 rereplic -10.0%.
Cc1cccc(NC(=O)C2C(c3ccccc3)C2(Cl)Cl)c1 (stereo not drawn) was read as D3 ag -5.5, IL1B secr inh 0.5, KB-V1 cytotox 2.4%, D3 antag inconclusive, HT1080 IDH1KD tx -15.7%, HT1080-NT tox -1.9%, KB-3-1 tox -24.5%, GLP-1R agonist 19.6% and SW480 rereplic -0.6%.
`Cn1c(=O)c2c(O)c(Cc3ccccc3)c(=O)[nH]c2n(C)c1=O` gave D3 ag -13.3, IL1B secr inh 12.7, KB-V1 cytotox 2.9%, D3 antag -6.2, HT1080 IDH1KD tx -1.0%, HT1080-NT tox 16.1%, KB-3-1 tox inconclusive, GLP-1R agonist 0.9% and SW480 rereplic -4.1%.
For CCOc1cc(/C=C2\N=C(C)OC2=O)cc(Br)c1OCC(=O)OC the results were D3 ag 0.7, IL1B secr inh -25.2, KB-V1 cytotox 1.9%, D3 antag inconclusive, HT1080 IDH1KD tx 12.7%, HT1080-NT tox -4.4%, KB-3-1 tox -2.6%, GLP-1R agonist -0.1% and SW480 rereplic 11.6µM*.
For O=C(COc1ccc(S(=O)(=O)NC2CCCC2)cc1)N1CCCCCC1 the results were D3 ag 1.2, IL1B secr inh 31.2, KB-V1 cytotox -23.5%, D3 antag 15.8, HT1080 IDH1KD tx -1.2%, HT1080-NT tox 5.5%, KB-3-1 tox 8.8%, GLP-1R agonist -2.3% and SW480 rereplic -4.2%.
For CCCOc1ccc(N2C(=O)CC(N3CCN(c4ccc([N+](=O)[O-])cc4)CC3)C2=O)cc1 (stereo not drawn) the results were D3 ag 4.8, IL1B secr inh 5.7, KB-V1 cytotox 0.0%, D3 antag -7.8, HT1080 IDH1KD tx -0.7%, HT1080-NT tox -12.5%, KB-3-1 tox 4.5%, GLP-1R agonist 18.5% and SW480 rereplic 4.4%.
Cc1cccc(NC(=O)Cn2nnc(C(=O)NCc3ccco3)c2N)c1 was read as D3 ag 4.6&2.4, IL1B secr inh -6.0, KB-V1 cytotox 0.0%&-1.8%, D3 antag -10.0, HT1080 IDH1KD tx -2.9%, HT1080-NT tox 0.7%, KB-3-1 tox 18.1%&2.2%, GLP-1R agonist -4.5%&1.3% and SW480 rereplic -21.1%.
Screening CCN(CC)c1ncnc2c1ncn2[C@H]1CN(Cc2ccccc2)C[C@@H](COC(C)=O)O1 returned D3 ag -2.6, IL1B secr inh 16.9, KB-V1 cytotox -1.7%, D3 antag 16.4, HT1080 IDH1KD tx 2.2%, HT1080-NT tox 3.5%, KB-3-1 tox 0.0% and GLP-1R agonist 28.1%.
